NR2E3 ag-1 – activates human NR2E3 receptor; Q9Y5X4; CHO-S Gal4-NCOR/VP16-NR2E3 two-hybrid, luciferase; inhibition of corepressor binding, % at 3.98 µM; 360,000 tested, 0.35% active; AID 602229;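 active means inhibition above the mean of all tested compounds plus 3 SD, cut at about 70% in these data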;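 further: 0% = DMSO with NR2E3 transfected cells and 100% = cells lacking NR2E3 construct; higher means lower luciferase signal from less NR2E3 corepressor binding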
Target sequence (Q9Y5X4 whole entry, looked up, the tested form may be a part): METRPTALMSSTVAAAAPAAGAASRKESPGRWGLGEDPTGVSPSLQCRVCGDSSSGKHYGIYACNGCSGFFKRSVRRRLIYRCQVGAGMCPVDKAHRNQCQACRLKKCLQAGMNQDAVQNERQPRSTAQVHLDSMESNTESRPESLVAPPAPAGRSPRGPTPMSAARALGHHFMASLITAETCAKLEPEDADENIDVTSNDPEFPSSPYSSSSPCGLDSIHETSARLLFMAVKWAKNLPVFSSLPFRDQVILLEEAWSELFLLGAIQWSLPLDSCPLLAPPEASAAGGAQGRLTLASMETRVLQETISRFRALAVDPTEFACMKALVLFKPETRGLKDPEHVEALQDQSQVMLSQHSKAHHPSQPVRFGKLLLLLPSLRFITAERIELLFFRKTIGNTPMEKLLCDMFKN
KKLEB cytotox – CF airway cell cytotoxicity counter-screen; KKLEB CF airway cells viability, ATPlite luminescence, overnight; active compounds read low; cells stimulated with P. aeruginosa culture filtrate; 360,000 tested, 0.36% active; activity change (cytotoxicity), % at 5 µM;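 active means corrected activity change at or below -50% at 5 µM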
TWEAK-Fn14 inh – inhibitors of TWEAK-Fn14 interaction signaling; inhibition, % at 10 µM; AID 1159606; TWEAK-stimulated Fn14 reporter cells, luciferase luminescence, 8 h; 360,000 tested, 2% active; in the data active means inhibition above about 50%
Shn3 inh set2 – inhibitors of Schnurri-3 3'UTR reporter in osteoblasts; Clone20 osteoblast Shn3 3'UTR firefly luciferase, 24 h; inhibition, % at 12.5 µM; 360,000 tested, 0.52% active; AID 588674;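 active means mean inhibition of at least 75% with every replicate also reaching 75%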;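 further: 0% = median of neutral control wells and 100% = pilot-screen positive control compound; some compounds past the cut are filed as inactive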
CF NFkB block – cystic fibrosis NF-kB activation inhibition; KKLEB NF-kB-GFP reporter, PAF-induced, GFP fluorescence overnight; inhibition, % at 5 µM; 360,000 tested, 0.86% active; AID 588850;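 active means at least 50% inhibition at 5 µM, scaled per plate between neutral and stimulator controls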;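 further: PAF is a Pseudomonas aeruginosa culture filtrate used as stimulus; plate controls were PAF-stimulated DMSO wells for no effect and unstimulated DMSO wells for full effect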
TRPM1 prom inh – MITF TRPM1 promoter inhibition in SK-MEL-5 cells; inhibition, % at 12.5 µM; SK-MEL-5 TRPM1 promoter luciferase, 24 h; 330,000 tested, 0.83% active;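 active means mean inhibition across replicates of 60% or more, whatever share of single replicates reaches that level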; further: values of inactives mirror those of a sister screen read the other way
Peg3 promoter – Peg3 promoter activity inhibition | 360,000 tested, 1.7% active | AID 588405 | HeLa PEG-Prom luciferase reporter, luminescence, overnight | inhibition, % at 20 µM;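 active means inhibition of at least 50% at 20 µM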
iPSC survival up – increases survival of single human iPS cells; hiPSC single-cell survival, ATPlite luminescence; 100% = ROCK inhibitor wells, 0% = DMSO; survival enhancement, % at 20 µM; 360,000 tested, 0.044% active; in the data active means survival enhancement above about 18%;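 further: cells exposed to compounds for 16 hours before the ATP read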
NR2E3 ag-2 – NR2E3 (human) agonism | Q9Y5X4 | GST-NR2E3/biotin-RetCOR TR-FRET, 1536-well | inhibition of corepressor binding, % at 4.78 µM | 320,000 tested, 0.12% active | AID 2300;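 active means percent inhibition above the cutoff of mean plus 3 SD of all tested compounds, set per screening campaign, cut at about 20% in these data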;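 further: 0% = DMSO wells and 100% = biotin wells as full block of FRET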
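Material: NR2E3–RetCOR corepressor complex | Quantity: 1.35 nM GST-tagged NR2E3 final | Schedule: 5 h at 4 °C | Replication: Singlicate compound wells | Reagent: RetCOR corepressor, biotinylated, 7 nM | Controls: Biotin wells as high control, 0.6% DMSO wells as low control | Signal: TR-FRET, Eu(K)-anti-GST donor, streptavidin-D2 acceptor, ex 340, em 617/671 nm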
HIF-2a block – HIF-2a inhibition; 786-0 RCC cells HIF-2a reporter, luciferase luminescence, overnight; inhibition, % at 18.8 µM; 360,000 tested, 0.72% active;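 active means inhibition of the luminescence signal of 40% or more relative to plate controls, in a single-dose primary screen at 18.75 µM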
aDG glyco up – increases alpha dystroglycan glycosylation; Pro5-aDG cells, alpha-DG glycosylation AlphaScreen (IIH6); 0% Pro5, 100% B10-LARGE cell signal; activation, % at 10 µM; 360,000 tested, 0.22% active;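 active means activation of at least 8% versus controls, or a plate z-score of at least 8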;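 further: Pro5 are CHO cells carrying HIG-tagged alpha-DG that lacks glycosylation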
Active calls of the source: *; / = no result given; & = joins results of further samples.

no.	smiles	NR2E3 ag-1	KKLEB cytotox	TWEAK-Fn14 inh	Shn3 inh set2	CF NFkB block	TRPM1 prom inh	Peg3 promoter	iPSC survival up	NR2E3 ag-2	HIF-2a block	aDG glyco up
1	Cc1nc(=S)c2ccccc2[nH]1	13	-5	15	4	-2	-6	1	-1.5	3	-1	0.1
2	Cc1cccc(C(=O)N2CCCC(N3CCN(Cc4ccc5c(c4)OCO5)CC3)C2)n1 (stereo not drawn)	14	-10	1	1	7	4	-19	-0.3	7	-11	0.3
3	Cc1ccc(N=Cc2c(C)[nH]n(-c3ccccc3)c2=O)nc1	-17	8	-10	-12	-12	-5	0	0.3	0	-2	0.1
4	CC(C)NS(=O)(=O)c1ccc(NC(=O)Cc2ccsc2)cc1	-22	-5	-24	-2	-5	-5	-18	-0.7	3	-43	0.1
5	CS(=O)(=O)N1CCN(C(=O)c2ccccc2)C1	15	9	2	6	4	0	14	-3.3	4	8	0.0
6	CCCN1Cc2cccc(C(=O)NCc3ccc(C)cc3)c2C1=O	-15	-4	-11	-14	14	-2	20	-3.0	4	10	-0.1
7	O=C(CSc1ccc(Cl)cc1)NCc1ccncc1	-26	3	-2	-25	-3	-4	11	-0.1	-4	18	0.0
8	CCCS(=O)(=O)N1CCC(CCOc2ccccc2)(C(=O)OCC)CC1	-5	-3	10	1	0	-19	14	-2.3	6	16	-0.1
9	CC(C)(C)c1cc(=O)n2c(nc3ccccc32)[nH]1	-14	1	6	-21	5	-33	-97	0.5	4	-100	-0.2
10	CC(=O)NCCOc1cccc(OCCNC(C)=O)c1	-9	2	-2	-5	8	-3	12	5.1	1	11	-0.1
11	CCN(c1ccccc1)S(=O)(=O)c1ccc(OC)c(NC(=O)c2cc(F)c(F)c(F)c2F)c1	15	-9	-10	13	-18	12	3	-3.3	/	0	0.1
12	O=C(Oc1cccccc1=O)c1ccccc1	26	-5	12	-10&-4	-2	5	12	1.9	-8	8	0.9
13	Cc1ccc(S(=O)(=O)c2ccccc2)cc1S(=O)(=O)N1CCOCC1	3	3	12	5	-10	-3	8	1.5	0	11	0.1
14	COc1ccc(CCc2nnc(CCC(=O)NCCc3ncccc3C)o2)cc1	-34	-14	-17	-24	8	-24	-33	0.3	3	-68	0.0
15	O=C(NNC(=O)C1[C@H]2CCCC[C@@H]12)NC1CCCCC1 (stereo partly drawn)	-2	13	-12	-26	-4	-20	-12	1.8	2	-16	-0.3
16	O=S(=O)(c1ccc2c(c1)CCCN2)N1CCCCC1	-16	-2	19	11	-4	3	13	0.2	-1	22	0.2
17	CN(Cc1cccc(F)c1)C(=O)c1ccc(S(=O)(=O)N2CCCCCC2)cc1	-4	0	-23	2	1	15	8	-0.7	/	11	1.1
18	O=C(CNC(=S)N(Cc1ccccc1)Cc1cccnc1)NCc1ccccc1	-20	2	-5	8	7	15	16	3.0	-1	10	-0.4
19	COc1cccc(C(=O)COC(=O)c2ccc(NC(C)=O)cc2)c1	-14	6	-34	-33	-2	-4	-46	-1.1	1	-38	0.0
20	Nc1cccc2c1C(=O)c1ccc(Cl)cc1C2=O	-66	6	-50	-64	-132	-9	-237	0.8	/	-256	-0.5
21	COCCn1c(SCC(=O)N2CCC(C)CC2)nc2c([nH]c3ccccc32)c1=O	5	8	6	-1	-25	4	18	-0.4	0	25	-0.1
22	O=C(Nc1ccc2c(c1)OCCO2)C1c2ccccc2C(=O)N2CCc3ccccc3C12 (stereo not drawn)	-14	2	3	10	-7	-6	-2	-0.5	2	11	-0.2
23	Brc1ccc2nc(-c3c[nH]c4ccccc34)cn2c1	-161	-3	-10	-80	-32	-63	-378	-0.8	2	-341	-0.1
24	Nc1ccc2nc3c(=O)n(C4CCCCC4)c(=O)[nH]c3nc2c1	-58	1	-16	-22	18	-75	-239	-0.4	-7	-254	0.0
25	Clc1cccc(CN2CCSCC2)c1	0	10	-1	-3	-24	1	11	0.1	0	7	-0.1
26	O=C(Nc1ccnn1C1CCN(CCCc2ccccc2)CC1)c1ccccc1Cl	-10	-11	6	17	0	4	0	-0.3	-3	0	-0.3
27	Cc1nn(CC(=O)Nc2ccc(C#N)cc2)c(C)c1[N+](=O)[O-]	-24	2	-13	/	-6	3	15	-0.4	7	16	-0.2
28	COC(=O)c1cc(OC)c(OC)cc1NC(=O)CCN1C(=O)C2CCCCC2C1=O (stereo not drawn)	-9	4	5	7	-11	/	0	3.6	/	7	-0.1
29	CN1CCN(CC(=O)Nc2ccccc2C(F)(F)F)CC1	5	14	-4	-20	-2	-6	25	0.5	-1	15	0.1
30	CN1C(=O)/C(=C/c2ccc(C(=O)NC3CCCC3)cc2)Oc2ccccc21	-43	-12	-34	23	-3	-33	-24	0.6	1	-37	0.0

Quoted from above: nos. 1 to 2
no.	smiles	NR2E3 ag-1	KKLEB cytotox	TWEAK-Fn14 inh	Shn3 inh set2	CF NFkB block	TRPM1 prom inh	Peg3 promoter	iPSC survival up	NR2E3 ag-2	HIF-2a block	aDG glyco up
1	Cc1nc(=S)c2ccccc2[nH]1	13	-5	15	4	-2	-6	1	-1.5	3	-1	0.1
2	Cc1cccc(C(=O)N2CCCC(N3CCN(Cc4ccc5c(c4)OCO5)CC3)C2)n1 (stereo not drawn)	14	-10	1	1	7	4	-19	-0.3	7	-11	0.3

The listing picks up, starting 4 compounds before the break.
no.	smiles	NR2E3 ag-1	KKLEB cytotox	TWEAK-Fn14 inh	Shn3 inh set2	CF NFkB block	TRPM1 prom inh	Peg3 promoter	iPSC survival up	NR2E3 ag-2	HIF-2a block	aDG glyco up
27	Cc1nn(CC(=O)Nc2ccc(C#N)cc2)c(C)c1[N+](=O)[O-]	-24	2	-13	/	-6	3	15	-0.4	7	16	-0.2
28	COC(=O)c1cc(OC)c(OC)cc1NC(=O)CCN1C(=O)C2CCCCC2C1=O (stereo not drawn)	-9	4	5	7	-11	/	0	3.6	/	7	-0.1
29	CN1CCN(CC(=O)Nc2ccccc2C(F)(F)F)CC1	5	14	-4	-20	-2	-6	25	0.5	-1	15	0.1
30	CN1C(=O)/C(=C/c2ccc(C(=O)NC3CCCC3)cc2)Oc2ccccc21	-43	-12	-34	23	-3	-33	-24	0.6	1	-37	0.0
31	CC(C)N(C)c1ncnc2c1ncn2[C@H]1CN(CCc2ccccc2)C[C@@H](CO)O1	30	2	-14	-8	9	/	7	-0.2	/	0	0.0
32	Cn1c(=O)[nH]c(=O)c2c1nc(NCCCO)n2CCCc1ccccc1	-15	-12	-6	7	-9	6	-6	-0.4	0	18	0.0
33	Cc1cc(O)cc2c1C(c1ccc(F)cc1)CC1(CC(C)(C)NC(=S)N1)O2 (stereo not drawn)	-29	2	1	3	0	6	8	-2.0	-5	17	-0.3
34	CC1(C)Cc2c(C#N)c(SCCO)nc(N3CCOCC3)c2CO1	-20	-8	-1	-6	12	-2	-7	-0.2	0	9	-0.1
35	Cc1ccc(/C=N/NC(=O)Cn2ccc(C(F)(F)F)n2)o1	-13	10	9	-5	-11	6	4	-0.3	0	18	-0.4
36	CC(C)(CO)NC(=O)CC1C(=O)NCCN1CC(c1ccccc1)c1ccccc1 (stereo not drawn)	-18	10	4	-4	13	0	-19	-0.4	4	4	0.0
37	O=C(COc1ccccc1)Nc1ccc(F)cc1	-8	16	-1	-20	-6	-25	-125	-0.1	3	-139	-0.1
38	Cc1cccc(CNc2ccc(S(=O)(=O)N3CCCCC3)cc2)c1	3	8	10	11	5	0	29	-0.6	1	10	0.4
39	O=C(CSc1ccccc1)Nc1ccccc1N1CCOCC1	0	-7	0	1	10	-6	19	0.6	6	12	-0.1
40	NC1=NC2OC(CO)C(O)C2O1 (stereo not drawn)	-14	-13	-13	-2	2	/	27	-1.7	/	11	-0.1
41	CC(C)C1CC(=O)NC(SCC(=O)Nc2ccc(Br)cc2)=C1C#N (stereo not drawn)	14	3	25	7	-1	-4	-163	0.0	-4	-162	2.6
42	O=C(CN(c1ccc(F)cc1)S(=O)(=O)c1ccc2c(c1)OCCO2)Nc1cccnc1	-23	-3	12	3	4	-10	10	0.1	-3	32	0.1
43	CC(C)C(=O)N1CCN(c2nc3ccc(Cl)cc3s2)CC1	-89	-6	1	-27	-8	-60	-237	-0.3	-3	-220	0.1
44	CC(N)c1csc(Nc2ncccn2)n1 (stereo not drawn)	19	24	-32	-9	-13	/	31	0.2	/	2	0.0
45	CCN(c1ccccc1)S(=O)(=O)c1ccc(Cl)c(NC(=O)CN2CCN(C)CC2)c1	-4	-15	11	-5	8	-7	12	-4.1	-1	14	-0.1
46	O=C(Nc1ccc(NC(=O)C2CCCN2C(=O)OCc2ccccc2)cc1)c1ccco1 (stereo not drawn)	8	7	-3	-8	-1	-8	6	1.1	4	-5	0.2
47	Cc1c(C(=O)NCc2ccc3c(c2)OCCO3)sc(=O)n1Cc1ccc(C(=O)N(C)C)cc1	8	1	8	-6	-11	/	2	-0.6	/	-3	0.0
48	COc1ccc(-c2nc3ccccc3c(=O)n2CC(C)C)cc1	5	-5	-15	4	9	3	9	0.3	0	8	-0.1
49	Cc1ccc[n+](C(C)C(=O)Nc2ccc(C)c(C)c2)c1 (stereo not drawn)	-15	0	8	-3	-24	6	1	0.0	3	8	0.0
50	O=C1Cc2cc(S(=O)(=O)Nc3cccc(F)c3)ccc2N1	-13	-3	8	7	-4	-3	8	1.2	2	16	0.0
51	Nc1cc(C(=O)OCC(=O)Nc2ccc(N3CCOCC3)cc2)ccc1Cl	14	2	-5	-5	-3	2	0	-0.2	1	-12	0.2
52	COc1cccc2sc(N3CCN(C(=O)C4COc5ccccc5O4)CC3)nc12 (stereo not drawn)	-5	-10	17	-8	8	-1	-2	-0.1	1	-20	0.0
53	C=CCOC(=O)c1ccccc1C(=O)OCC1CO1 (stereo not drawn)	-11	4	25	-4	3	3	16	-0.7	/	13	-0.2
54	O=C1NC[C@H](Cc2ccc(O)cc2)N(C[C@@H]2CCCN2C[C@H](Cc2ccc(O)cc2)N2C[C@H](Cc3ccccc3)N(CCc3ccccc3)C(=O)C2=O)C1=O	13	/	18	/	/	/	/	-0.4	/	8	-0.2

Ordered by molar mass (low to high): part of the list above
no.	smiles	NR2E3 ag-1	KKLEB cytotox	TWEAK-Fn14 inh	Shn3 inh set2	CF NFkB block	TRPM1 prom inh	Peg3 promoter	iPSC survival up	NR2E3 ag-2	HIF-2a block	aDG glyco up
40	NC1=NC2OC(CO)C(O)C2O1 (stereo not drawn)	-14	-13	-13	-2	2	/	27	-1.7	/	11	-0.1
41	CC(C)C1CC(=O)NC(SCC(=O)Nc2ccc(Br)cc2)=C1C#N (stereo not drawn)	14	3	25	7	-1	-4	-163	0.0	-4	-162	2.6
54	O=C1NC[C@H](Cc2ccc(O)cc2)N(C[C@@H]2CCCN2C[C@H](Cc2ccc(O)cc2)N2C[C@H](Cc3ccccc3)N(CCc3ccccc3)C(=O)C2=O)C1=O	13	/	18	/	/	/	/	-0.4	/	8	-0.2

Assay outcomes (PubChem BioAssay)
